From PubChem
TrxR1 substrate: rat thioredoxin reductase 1 substrate activity | O89049 | purified TrxR1 substrate turnover, NADPH consumption readout | Potency, µM (series often up to 114 µM), inactives show top-dose activity change, negative = substrate turnover | 390,000 tested, 0.01% active; also: potency is read from the fitted curve at half-maximal effect; % is scaled to controls: 0 for no effect and ±100 for the full control effect; nearly all actives have a fitted effect of over 50% in size
Target sequence (O89049 whole entry, looked up): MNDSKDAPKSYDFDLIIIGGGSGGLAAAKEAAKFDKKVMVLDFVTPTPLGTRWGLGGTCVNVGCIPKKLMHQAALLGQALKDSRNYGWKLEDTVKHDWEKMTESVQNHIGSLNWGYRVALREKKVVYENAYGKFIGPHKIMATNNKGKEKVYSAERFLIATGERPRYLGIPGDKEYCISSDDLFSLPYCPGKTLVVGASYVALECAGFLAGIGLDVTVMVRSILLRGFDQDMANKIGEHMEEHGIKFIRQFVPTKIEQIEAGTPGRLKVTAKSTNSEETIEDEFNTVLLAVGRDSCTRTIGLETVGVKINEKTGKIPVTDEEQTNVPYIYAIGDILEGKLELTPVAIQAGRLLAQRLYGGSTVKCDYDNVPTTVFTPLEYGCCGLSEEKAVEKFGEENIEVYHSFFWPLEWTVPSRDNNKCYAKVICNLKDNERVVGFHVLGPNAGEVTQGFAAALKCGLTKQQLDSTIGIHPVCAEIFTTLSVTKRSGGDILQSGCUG
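Rat TrxR1, dispensed at 90 nM, was prereduced with 400 uM NADPH (final) for 5 min at ~22 deg C, then incubated with compound 15 min before 400 uM selenite. A first-read NADPH fluorescence drop versus no-compound background flagged substrates.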
USP1 inh: inhibitors of human USP1/UAF1 deubiquitinase | recombinant USP1/UAF1, Ub-Rhodamine cleavage fluorescence | Potency, µM (highest dose often 57.1 µM), without a hit: at the highest dose activity change, negative = inhibition, hits mostly inhibitors | 390,000 tested, 0.23% active | AID 743255; also: potency is read from the fitted curve at half-maximal effect; % is scaled to controls: 0 for no effect and ±100 for the full control effect; nearly all actives have a fitted effect of over 60% in size; inactives centre near -12
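1 nM enzyme complex + cpd, 15 min RT; start with Ub-Rho 150nM final; kinetic fluorescence ex 480/em 540, 6 reads q60 s. Buffer 50mM HEPES pH 7.8, 0.5mM EDTA, 0.1 mg/ml BSA, 1mM TCEP, 0.01% Tween-20.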
D2 ag: D2 dopamine receptor (human) agonism. P14416. HEK293 T-REx D2 cells, calcium flux agonist mode. activation, % at 2 µM. 340,000 tested, 0.53% active. AID 485358;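 active = activation over 3 SD above normal in the single-dose calcium agonist read, cut at about 30% in these data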; also: 0% is about no effect
Target sequence (P14416 whole entry, looked up): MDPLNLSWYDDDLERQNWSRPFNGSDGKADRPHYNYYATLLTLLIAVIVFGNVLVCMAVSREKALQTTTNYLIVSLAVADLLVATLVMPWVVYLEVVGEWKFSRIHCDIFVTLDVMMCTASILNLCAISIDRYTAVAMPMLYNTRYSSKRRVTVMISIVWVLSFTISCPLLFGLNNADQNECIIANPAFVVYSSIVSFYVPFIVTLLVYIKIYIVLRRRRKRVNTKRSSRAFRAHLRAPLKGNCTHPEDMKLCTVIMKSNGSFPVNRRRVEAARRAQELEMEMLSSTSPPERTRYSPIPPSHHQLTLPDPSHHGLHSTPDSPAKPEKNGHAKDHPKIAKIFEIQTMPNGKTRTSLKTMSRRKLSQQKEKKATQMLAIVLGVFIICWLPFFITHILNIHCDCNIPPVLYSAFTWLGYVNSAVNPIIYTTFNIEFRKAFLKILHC
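Agonism is scored from calcium flux in a force-coupled, inducible HEK293 cell line expressing D2, read kinetically for 180 s after compound addition against dopamine controls.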
D2 antagonist: antagonizes the human D2 dopamine receptor; P14416; HEK293 TREx D2 cells, calcium flux, dopamine EC80; inhibition, % at 10 µM; 340,000 tested, 2% active; AID 485344; in the data active = inhibition above about 30%; also: 0% is about no effect
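Calcium flux kinetic readout in an inducible HEK293 TREx D2 line plated overnight at 30 C. After 180 s compound exposure, an EC80 dopamine challenge follows with another 180 s kinetic read to detect antagonism.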
TRHR enhancer: TRH receptor (human) allosteric enhancement | 360,000 tested, 0.66% active | AID 493056 | TRHR cells, fluo-8 calcium fluorescence, EC20 TRH enhancement | enhancement, % at 2 µM; in the data active = enhancement above about 30%; also: 0% is about no effect
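Enhancer read-out: after compound pinning and an initial kinetic agonist-mode read, an EC20 of TRH (10 nM final) was injected and fluo-8 calcium signal (Ex 480/Em 530) followed at 1 s/cycle for 100 cycles in TRHR-expressing cells.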
TrxR1 inh: rat TrxR1 inhibition | O89049 | recombinant rTrxR1, NADPH fluorescence consumption, selenite substrate | Potency, µM (top dose mostly 114 µM), for the others: top-dose activity change, negative = inhibition, hits mostly inhibitors | 390,000 tested, 1% active | AID 588453; also: potency is read from the fitted curve at half-maximal effect; % is scaled to controls: 0 for no effect and ±100 for the full control effect; nearly all actives have a fitted effect of over 65% in size
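Rat TrxR1 (90 nM in the dispensed reagent) was pre-reduced with 400 uM NADPH for 5 min at room temperature, then incubated with compound for 15 min. After 400 uM selenite was added, NADPH fluorescence (Ex 340/Em 450 nm) was followed for 8 min.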
mIDH1 inhibitor: blocks human mutant IDH1 R132H enzyme; Potency, µM (top dose mostly 76.6 µM), without a hit: top-dose activity change, negative = inhibition, most hits filed as inhibitors; 390,000 tested, 0.093% active; IDH1-R132H enzyme, NADPH consumption, diaphorase/resazurin fluorescence; O75874; AID 602179; also: potency is read from the fitted curve at half-maximal effect; % is scaled to controls: 0 for no effect and ±100 for the full control effect; nearly all actives have a fitted effect of over 65% in size
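IDH1-R132H (0.5 ug/mL) preincubated 30 min with compound, then NADPH (0.016 mM) and alpha-KG (2 mM) added; 80 min at RT, pH 7.5. Remaining NADPH coupled via diaphorase/resazurin to fluorescence (540/590 nm); concentration-response curves normalized to no-enzyme control.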
TRHR agonist: agonists of human TRH receptor; P34981; TRHR cells, calcium flux fluo-8, FDSS agonist mode; activation, % at 2 µM; 360,000 tested, 0.18% active; in the data active = activation above about 30%; also: 0% is about no effect
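Fluo-8-loaded TRHR cells; 10 s baseline, compound added, kinetic Ca2+ fluorescence read 1/s, agonist mode.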
Pin1 inhibitor: blocks the human prolyl isomerase Pin1; Q13526; Pin1 FP peptide displacement, HiFluor488, 10 min; Potency, µM (doses to about 115 µM), without a hit: at the top dose activity, negative = inhibition, hits mostly inhibitors; 390,000 tested, 0.009% active; active = well fitted inhibition curve with a large enough effect in the polarisation, with a control signal flat, not every such curve was filed as active; inconclusive = small, poorly fitted or top-dose-only effect, or effect the other way, or a change in a side signal; inactive = no such curve, though single readings can be large or run the other way; the % refers to the polarisation; also: potency is read from the fitted curve at half-maximal effect; % is scaled to controls: 0 for no effect and ±100 for the full control effect
Target sequence (Q13526 whole entry, looked up): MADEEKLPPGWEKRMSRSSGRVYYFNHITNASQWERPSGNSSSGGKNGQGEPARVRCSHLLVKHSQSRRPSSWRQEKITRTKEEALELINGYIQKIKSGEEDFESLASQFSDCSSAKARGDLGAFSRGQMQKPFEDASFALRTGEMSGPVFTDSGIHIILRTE
* = called active by the depositor; ? = inconclusive; . = no result given; & = joins results of further samples; [ ] = another dose, or the depositor's remark. Unless noted, calls follow the shape of the dose curve; as a rule, active = well fitted inhibition curve with a large enough effect; inconclusive = small, poorly fitted or top-dose-only effect; inactive = no such curve, though single readings can be large or run the other way. An excerpt. The share of hits here may be higher or lower than overall.

SMILES	TrxR1 substrate	USP1 inh	D2 ag	D2 antagonist	TRHR enhancer	TrxR1 inh	mIDH1 inhibitor	TRHR agonist	Pin1 inhibitor
CC(C)(C)c1ccc(C(=O)NC2(C(F)(F)F)C(=O)Nc3c2c(=O)[nH]c(=O)n3-c2ccccc2)cc1 (stereo not given)	-1%	-29%	.	.	-3	12%	13%	-0.5	1%
CCOc1ccc(C(=O)Nc2cccc(NC(=O)c3ccc(C(C)(C)C)cc3)c2)cc1Br	13%	2%	0.8	.	1	30%	-11%	1.1	14%
Cc1ccc(C)n1-c1ccc(C(=O)N/N=C/c2ccncc2)cc1	-14%	-12%	12	1	-6	-82%	1%	-0.7	?
c1ccc2c(c1)nnn2Cc1nnc2sc(-c3ccc4c(c3)OCCO4)nn12	23%	-16%	0.1	-14	8	22%	0%	0.5	-2%
CC(C)(C)[Si](OCC[C@@H]1C[C@@]1(C)[C@@H](NP(=O)(c1ccccc1)c1ccccc1)c1ccccc1)(c1ccccc1)c1ccccc1	.	.	-0.3	12	-3	.	.	-0.2	.
CC(C)C[C@@H](CSc1ccc(Br)cc1)N1CCN(CC(C)C)CCC1=O	-5%	-22%	0.3	11	-4	?	5%	0.7	4%
Cc1ccc2cccc(NC(=O)C(C)(C)Oc3ccc(Br)cc3)c2n1	5%	-20%	0.1	.	7	32%	8%	0.2	3%
CCOC(=O)c1c(-c2ccccc2)csc1NC(=S)N(CC)CC	2%[57.1 µM]	-24%	-0.1	23	-5	1%[57.1 µM]	11%	-0.3	1%
CCCOC(=O)Nc1cccc(C(C)=O)c1	5%	-16%	0.4	35*	-2	12%[57.1 µM]	0%	0.1	2%
COc1ccc2oc(=O)c(-c3nc4ccc(C)cc4[nH]3)cc2c1	-5%[57.1 µM]	-3%	-0.2	.	0	10%[57.1 µM]	0%	2.3	?
C=CCNC(=S)NNC(=O)c1ccc(OC(C)C)cc1	-3%	-12%	0.2	2	3	2%	5%	0.1	0%
COc1ccc(Cl)cc1NC(=O)Cn1c2ncccc2c(=O)n1-c1ccc(C)c(C)c1	4%[57.1 µM]	-3%	.	.	-4	8%[57.1 µM]	35%[activator]	0.1	3%
CCCCCCCCOC(=O)c1c(CSC(=N)N)n(C)c2cc(Br)c(OC(C)=O)cc12	-3%	-18%	1.2	18	-1	14%	?	0.1	7%
CCN(CC)CCNC(=O)c1ccc(NC(=O)c2cn(-c3ccccc3)nc2-c2cccs2)cc1	2%	-20%	0.9	4	2	4%	8%	-0.6	9%
CC(C)CCNC(=O)Cn1c(=O)oc2cc(S(=O)(=O)N3CC(C)CC(C)C3)ccc21 (stereo not given)	-6%	-25%	0.3	-4	-4	3%	4%	-0.4	11%
Cc1cccc(C)c1NC(=O)C[N+](C)(C)CC(O)COc1cccc2ccccc12 (stereo not given)	7%[57.1 µM]	-3%	0.8	-12	5	16%[57.1 µM]	8%	0.8	-2%
O=C(OC(c1ccc(NS(=O)(=O)c2ccccc2)cc1)(C(F)(F)F)C(F)(F)F)c1ccccc1	-26%[57.1 µM]	-25%	0.6	2	-5	8%[57.1 µM]	-11%	0.6	-8%
CCSc1nnc2c(n1)OC(c1ccc(OC)cc1OC)N(C(C)=O)c1ccccc1-2 (stereo not given)	-5%	-19%	-0.7	.	4	-7%	-25%	-1.4	-2%
C#CCOCCOCCOCCNc1nc(N2CCN(C(=O)[C@H](CCC(=O)O)n3cc(CN)nn3)CC2)nc(N2CCN(C(=O)[C@H](CCCCN)n3cc([C@@H](N)CC(N)=O)nn3)CC2)n1	-3%	-6%	.	.	.	-21%	7%	.	0%
Cc1nn(CC(=O)NCCCN2CCCCC2)c(=O)c2cccn12	1%	-6%	-0.3	0	-5	2%	2%	0.3	-5%
COc1ccc(-c2nnc(SCC(=O)N3CCc4ccccc43)o2)cc1OC	-5%	-16%	1.1	.	5	6%	0%	0.5	-7%
Cc1cc(C)cc(-n2ncc3c2CCCC3NC(=O)CN2CCCC2=O)c1 (stereo not given)	7%[57.1 µM]	2%	-0.3	7	9	11%[57.1 µM]	0%	-0.6	3%
CCCC(=O)N(Cc1cc2cccc(C)c2[nH]c1=O)c1ccccc1OC	13%	?	1.3	8	-3	15%	2%	-0.1	6%
O=C(Cc1ccc(Br)cc1)NNC(=O)Nc1ccc(Cl)cc1	4%	-19%	0.1	9	-3	32%	-5%	-0.6	2%
COc1ccc(CN2CCN(Cc3cccc(Oc4ccccc4)c3)CC2)c(OC)c1OC	5%[57.1 µM]	-4%	-0.9	34*	2	-4%[57.1 µM]	4%	0.0	-1%
COc1cccc(CNC(=O)CCCNS(=O)(=O)c2cccs2)c1	14%[57.1 µM]	0%	-1.0	-9	-15	-13%[57.1 µM]	2%	3.0	3%
CCc1nc2sc3c(c2c(=S)[nH]1)CC(C)(C)OC3	-4%[57.1 µM]	?	0.8	8	12	-12%	-1%	0.5	1%
NC(=O)CSc1nnc2ccc(-c3ccc(F)cc3)nn12	11%	-7%	-0.3	-21	0	18%	-9%	0.8	0%
CSc1nnc(-c2ccco2)n1-c1ccccc1	-7%[57.1 µM]	-22%	1.6	-11	-5	-6%	14%	0.0	-3%
CC(=O)OC1CSC2c3ccccc3C(=O)N2Cc2sccc21 (stereo not given)	2%	-1%	0.3	-5	4	12%	4%	-0.2	1%
O=C(Nc1ccccc1)c1ccccc1NC(=O)[C@H]1CCCC[C@H]1C(=O)O	11%	-20%	-1.1	23	-5	40%[activator]	0%	-1.1	1%
COc1cc(C(=O)NCCC(=O)NCCCN2CCCCC2C)cc(OC)c1OC (stereo not given)	20%	-18%	0.3	-3	3	37%[activator]	5%	0.5	-13%
COc1ccc(N(CC(=O)Nc2ccccc2C(=O)O)S(=O)(=O)c2ccc(C)c([N+](=O)[O-])c2)cc1	-5%[57.1 µM]	-3%	-1.7	-15	2	38%[57.1 µM]	4%	-0.4	-13%
Cc1cccc(/C=N/Nc2ccc3ccccc3n2)c1	-4%	-17%	1.1	7	15	-7%	-6%	0.0	-5%
CCCC1=C(C(=O)OCC)C(c2cc(Cl)cc(OC)c2OCc2ccccc2)NC(=O)N1 (stereo not given)	7%[57.1 µM]	-18%	2.1	0	13	10%[57.1 µM]	-1%	1.4	12%
Cc1ccc(NC(=O)CSc2nc(C)c(Cc3ccccc3)c(=O)[nH]2)cc1	-5%&-12%	-5%&-20%	-1.3&-1.4	-7	-2&-3	12%[57.1 µM]	-9%&17%	0.2&-0.5	-3%&11%
CC(CCC(=O)NN)C1CCC2C3CCC4CC(O)CCC4(C)C3CCC12C (stereo not given)	-15%	-3%	.	.	.	-9%	0%	.	16%
CCCCCCCCCC(=O)Nc1cccnc1	.	.	0.1	-10	-1	.	.	-1.3	.
CCc1cccc(NC(=O)C(NC(=O)C2CCCCC2)C(C)C)c1 (stereo not given)	5%	-14%	0.3	5	2	24%	0%	0.0	-7%
CCc1cc(=O)oc2cc(C)cc(OC(C)C(=O)NC3CC(C)(C)NC(C)(C)C3)c12 (stereo not given)	-6%	-7%	0.4	15	-1	11%	11%	0.6	-1%
CSCCC(NC(=O)c1ccco1)C(=O)N1CCCC(C(F)(F)F)C1 (stereo not given)	-5%	3%	-1.4	31*	-2	-3%	-5%	-1.5	0%
CCCCOc1ccc(C(=O)Nc2cccc(C)n2)cc1	-6%	-9%	0.0	-5	-4	-11%	6%	-0.5	-4%
CC(C)(C)C1CCC(=NOC(=O)c2ccc(F)cc2)CC1 (stereo not given)	1%	-7%	-1.5	10	2	19%	2%	-0.8	0%
CC(C)Cn1c(/C=N/Nc2nc3ccccc3[nH]2)nc2ccccc21	-2%	-6%	0.7	-3	-6	9%	-3%	-0.6	-3%
CCOc1ccc(/C=C/c2nc(C#N)c(NCCCOC)o2)cc1	43%[activator][57.1 µM]	-21%	-0.4	0	0	17%[57.1 µM]	9%	-0.4	-5%

Complete entries, quoted from the list. Order of values: TrxR1 substrate	USP1 inh	D2 ag	D2 antagonist	TRHR enhancer	TrxR1 inh	mIDH1 inhibitor	TRHR agonist	Pin1 inhibitor
CCCCOc1ccc(C(=O)Nc2cccc(C)n2)cc1 as listed: -6%	-9%	0.0	-5	-4	-11%	6%	-0.5	-4%
CC(CCC(=O)NN)C1CCC2C3CCC4CC(O)CCC4(C)C3CCC12C (stereo not given) as listed: -15%	-3%	.	.	.	-9%	0%	.	16%
COc1cc(C(=O)NCCC(=O)NCCCN2CCCCC2C)cc(OC)c1OC (stereo not given) as listed: 20%	-18%	0.3	-3	3	37%[activator]	5%	0.5	-13%

Next section:
SMILES	TrxR1 substrate	USP1 inh	D2 ag	D2 antagonist	TRHR enhancer	TrxR1 inh	mIDH1 inhibitor	TRHR agonist	Pin1 inhibitor
CS(=O)(=O)Nc1ccc(S(=O)(=O)N2CCCC2)cc1	10%[57.1 µM]	-3%	-0.8	-7	10	16%[57.1 µM]	-7%	0.8	0%
COc1ccc(Cn2nnnc2C(c2cccs2)N2CCN(c3ccccc3)CC2)cc1 (stereo not given)	2%	-8%	0.2	1	2	1%	1%	-1.0	7%
CCOC(=O)/C=c1\s/c(=C\c2ccc(C(=O)OC)cc2)c(=O)n1CC(=O)Nc1ccccc1	-2%	-6%	2.9	-4	0	9%[57.1 µM]	3%	0.5	?
O=C(Nc1cccc(S(=O)(=O)N2CCCCCC2)c1)C1CCN(C(=O)c2ccc(Cl)cc2)CC1	-7%	-22%	-0.7	-19	0	37%[57.1 µM]	-3%	-0.1	6%
O=C(COC(=O)CN1C(=O)c2ccccc2C1=O)Nc1ccccc1	12%	-14%	.	.	.	23%	9%	.	0%
CCCC1=Nc2cc(C(=O)N3CCC(C(=O)OCC)CC3)ccc2Sc2ccccc21	-3%&-8%	-31%&-18%	0.5&-1.6	12	12&-4	17%&6%	1%&-2%	-0.3&-0.8	?
COc1ccc(Cn2ccc3nc(C)c(C(=O)NCc4ccc(OC)cc4OC)cc3c2=O)cc1	12%[57.1 µM]	-15%	-0.8	.	-2	25%[57.1 µM]	-9%	0.0	18%
